TRPV1 agonist: agonists of human vanilloid receptor 1 (TRPV1); 320,000 compounds, 0.19% hits; AID 540275; TRPV1-expressing cells, Fluo-8 calcium influx, agonist mode; activation, % at 8.33 µM; Q8NER1; in the data active = activation above about 80%; inconclusive = between about 30% and that limit; note: 0% is about no effect
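Fluo-8 calcium influx in TRPV1-expressing cells, kinetic read (ex 480/em 520 nm). Compound added and read 3 min for agonist activity, followed by capsaicin at EC20 final and 2 min further read for enhancement.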
TCR act: activators of T cell receptors | primary human leukocytes, anti-CD3, IL-2 HTRF, 48 h | Potency, µM (highest dose often 9.22 µM), for the others: top-dose activation of IL-2 secretion, usual class: activators | 330,000 tested, under 10 active | AID 504894; note: % of control where 0% means no effect
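IL-2 release read by HTRF sandwich (Eu cryptate donor, d2 acceptor, 665 nm emission) after 48 hr exposure of primary human leukocytes to compound together with anti-CD3 beads in the absence of co-stimulatory signals.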
B2AR arrestin: agonists driving beta-arrestin recruitment to human beta2-adrenergic receptor. AID 492947. 330,000 compounds, 0.02% hits. beta-arrestin recruitment to beta2AR, cell-based reporter. Potency, µM (top dose mostly 46.1 µM), without a hit: at the top dose activation, most hits filed as activators;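 note: potency is the fitted concentration of half-maximal effect; 0% = DMSO controls and full agonism = EC100 isoproterenol or metaproterenol; nearly all actives have a fitted effect of over 65% in size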
Target sequence (P07550 whole entry, looked up): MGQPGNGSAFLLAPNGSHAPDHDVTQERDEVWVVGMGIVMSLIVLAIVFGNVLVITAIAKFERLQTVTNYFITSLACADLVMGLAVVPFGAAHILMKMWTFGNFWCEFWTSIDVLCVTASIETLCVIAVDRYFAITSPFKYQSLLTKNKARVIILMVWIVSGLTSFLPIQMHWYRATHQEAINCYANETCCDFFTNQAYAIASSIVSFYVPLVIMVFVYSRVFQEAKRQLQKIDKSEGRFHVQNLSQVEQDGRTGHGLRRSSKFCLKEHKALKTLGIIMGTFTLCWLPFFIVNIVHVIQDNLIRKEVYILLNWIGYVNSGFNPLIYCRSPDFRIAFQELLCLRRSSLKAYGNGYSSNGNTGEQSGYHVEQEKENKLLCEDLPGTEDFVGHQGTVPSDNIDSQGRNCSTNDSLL
BRCA1 expr up: increases BRCA1 expression. AID 624202. Potency, µM (titrated, usually from 46.1 µM), without a hit: at the highest dose activation, actives largely listed as activators. 380,000 compounds, 1.1% hits. MCF7-BRCA1-FFLuc reporter, luminescence, 48 h; response scale: scaled: vehicle 0%, 10 µM genistein 100%; note: potency is the fitted concentration of half-maximal effect; nearly all actives have a fitted effect of over 80% in size; some results filed as inactive show a strong effect at the top dose
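Reporter cells (MCF7, BRCA1 promoter-firefly luciferase) received library compounds across a concentration series for 48 h. End-point luminescence was measured and concentration-effect curves derived after normalization.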
Integrin act MD: integrin-mediated muscular dystrophy alleviation activation | 350,000 compounds, 0.064% hits | Potency, µM (series often up to 38.3 µM), without a hit: at the top dose activation, usual class: activators | alpha7betagal myoblasts, beta-gal FDG fluorescence, 48 h | AID 624291;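 note: potency is the fitted concentration of half-maximal effect; 100% = response of the positive control SU9516; nearly all actives have a fitted effect of over 60% in size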
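Alpha7betagal+/- myoblasts (passage 13) were plated 16-24 hr, then exposed to compounds (1:260 dilution of DMSO stock) for 48 hours at 37C. After MPER lysis, β-galactosidase reporter activity was read as FDG fluorescence (ex 480/em 540) after 30 minutes.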
PTAP TSG101 blk: blocks PTAP/TSG101 interaction to inhibit HIV-1 budding; Q99816; Fluorescence polarization, FITC-PTAP peptide / Tsg101 binding; Potency, µM (highest dose often 115 µM), for the others: top-dose activity change, negative = inhibition, actives largely listed as inhibitors; 340,000 tested, under 10 active; AID 493005; active = well fitted inhibition curve with a large enough effect in the main read-out, with a control signal flat, not every such curve was filed as active; inconclusive = small, poorly fitted or top-dose-only effect, or effect the other way, or a change in a side signal; inactive = no such curve, though single readings can be large or run the other way; note: potency is the fitted concentration of half-maximal effect; % of control where 0% means no effect
Target sequence (Q99816 whole entry, looked up): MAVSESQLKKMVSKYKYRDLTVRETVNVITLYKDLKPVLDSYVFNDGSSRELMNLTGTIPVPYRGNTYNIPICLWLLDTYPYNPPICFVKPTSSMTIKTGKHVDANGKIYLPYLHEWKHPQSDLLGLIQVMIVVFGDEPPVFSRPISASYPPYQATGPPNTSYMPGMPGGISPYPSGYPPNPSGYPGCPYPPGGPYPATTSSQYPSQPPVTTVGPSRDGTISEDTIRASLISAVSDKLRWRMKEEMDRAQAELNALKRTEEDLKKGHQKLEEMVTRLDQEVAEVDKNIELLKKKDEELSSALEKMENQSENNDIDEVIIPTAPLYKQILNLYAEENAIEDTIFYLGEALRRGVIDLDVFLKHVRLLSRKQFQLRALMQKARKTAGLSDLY
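FP read-out: FITC-PTAP peptide, 50 nM final, binding Tsg101 binding domain, 10 uM final; 20 min, r.t.; 10 mM HEPES pH 7.5, 0.15 M NaCl, 0.01% Tween 20, 3 mM EDTA, 0.1 mM TCEP.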
p53 reactivation: restores transcriptional activity of mutant p53; H1299 p53-A138V BP100-luciferase reporter, luminescence, 24 h; Potency, µM (titrated, usually from 92.2 µM), without a hit: top-dose activity change, positive = activation, hits mostly activators; 320,000 compounds, 0.063% hits; AID 504706; note: potency is the fitted concentration of half-maximal effect; % of control where 0% means no effect; nearly all actives have a fitted effect of over 45% in size
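H1299 (p53-null), stable ts p53-A138V + BP100-Luc; 1000 cells/well, Opti-MEM/10% FBS; cpd 4 pt, 1:5; 24 h, 37 deg C, 5% CO2; detection reagent 10 min RT; luminescence.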
ELG1 repair inh: blocks ELG1-dependent DNA repair in HEK293T cells; HEK293T ELG1-luciferase reporter, luminescence, 16 h; DNA damage induced by 5-fluorouridine; Potency, µM (highest dose often 46.1 µM), for inactives: at the top dose activity change, negative = inhibition, usual class: inhibitors; 330,000 compounds, 2.3% hits; AID 504467; note: potency is the fitted concentration of half-maximal effect; % is set by controls: 0 for no effect and ±100 for the full control effect; nearly all actives have a fitted effect of over 55% in size
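5-Fluorouridine DNA damage + compound/DMSO, 2,000 cells/well, 16 h, 37 °C/5% CO2. ONE-Glo, 30 min RT, luminescence. Readout = decrease in reporter signal.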
MLL CXXC-DNA inh: blocks binding of human MLL CXXC domain to DNA; Q03164; MLL-CXXC / FITC-HOXA9 DNA fluorescence polarization; Potency, µM (top dose mostly 115 µM), inactives show top-dose activity change, negative = inhibition, hits mostly inhibitors; 290,000 compounds, 0.037% hits; active = well fitted inhibition curve with a large enough effect in the polarisation, with a control signal flat, not every such curve was filed as active; inconclusive = small, poorly fitted or top-dose-only effect, or effect the other way, or a change in a side signal; inactive = no such curve, though single readings can be large or run the other way; the % refers to the polarisation; note: potency is the fitted concentration of half-maximal effect
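Purified MLL-CXXC (added from a 7 uM solution) was preincubated 5 min at ambient with pinned compounds in 50 mM Tris-HCl pH 7.5, 50 mM NaCl, 1 mM DTT, 0.05% BSA. Fluorescein-labeled HOX-A9 DNA (50 nM solution) followed, 30 min, then polarization read.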
AT treatment: candidate therapy for ataxia-telangiectasia. […] A-T fibroblasts, KAP-1 phosphorylation AlphaLISA; neocarzinostatin DNA damage 30 min before lysis. 320,000 compounds, 0.19% hits. Potency, µM (titrated, usually from 57.5 µM), for inactives: at the top dose activation, actives largely listed as activators. AID 485349; note: potency is the fitted concentration of half-maximal effect; % of control where 0% means no effect; nearly all actives have a fitted effect of over 45% in size
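ATM-like activity read as KAP-1 phosphorylation via AlphaLISA donor/acceptor antibody pairs after lysis and 6 hr at 25C. Cells were ATM-null patient fibroblasts ([…], hTERT), dosed 60 min, then exposed to the DSB inducer NCS for 30 min.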
* = called active by the depositor; u = inconclusive; x = not tested or not shown; [ ] = another dose, or the depositor's remark. Unless noted, calls come from the whole dose curve; as a rule, active = well fitted curve in the direction sought with a large enough effect; inconclusive = small, poorly fitted or top-dose-only effect, or another doubt; inactive = no such curve, though single readings can be large; an effect the other way counts as inactive or inconclusive.

SMILES,B2AR arrestin,ELG1 repair inh,TCR act,p53 reactivation,MLL CXXC-DNA inh,TRPV1 agonist,Integrin act MD,BRCA1 expr up,AT treatment,PTAP TSG101 blk
CCn1cc(S(=O)(=O)CC(=O)Nc2cc(C)on2)c2ccccc21,-0.5%,-12%,-3%,8%,8%,-1,15%,-63%,-1%,-4%
O=C(Nc1nccs1)c1ccc(N2C(=O)[C@@H]3[C@H](C2=O)[C@H]2C=C[C@@H]3C2)cc1,0.2%,u,-17%,u,-9%,2,10%,u,-27%,1%
CCCCc1ccc(NC(=O)COc2ccc(C(=O)Nc3ccccc3C)cc2)cc1,-0.6%,18%,2%[46.1 µM],-6%,-2%,2,x,x,3%,x
C/C(=N\NC(=O)c1cccc(S(=O)(=O)N2CCOCC2)c1)c1ccc(C)cc1,0.3%,-13%,2%,-7%,x,u,16%,-8%,4%,2%
COc1cccc(CNC(=O)c2nnn(CC(=O)Nc3cc(C)ccc3C)c2N)c1,-0.3%,u,2%,-2%,9%,-3,-3%,2%,1%,-5%
Cn1nnnc1SCc1ccccc1[N+](=O)[O-],0.3%,5%,-2%,6%,-9%,-1,16%,22%,-5%,-4%
COc1cccc(Nc2ncccc2C(=O)NCc2ccccc2)c1,-0.2%,-17%,-3%,-5%,-7%,4,-43%,-16%,1%,-6%
COc1ccc(C(=O)NC2CC3CCCC(C2)N3CC(C)C)cc1OC (stereo unspecified),-0.5%,u,-4%,11%,-1%,6,-21%,2%,-7%,-5%
COc1cc(NC(=O)C23CC4CC(C2)CC(n2cnc([N+](=O)[O-])n2)(C4)C3)cc(OC)c1,-0.3%,-14%,-5%[46.1 µM],2%,-7%,3,2%,-33%,-1%,-4%
OC(COCc1ccccc1)CN1CCCCC1 (stereo unspecified),-0.2%,u,-4%,9%,2%,2,-5%,15%,5%,-4%
Clc1cc(Cl)c(OCCCCn2cncn2)c(Cl)c1,-0.2%,7%,-6%,1%,-14%,14,u,-3%,4%,-4%
COc1ccc(/C=C(\NC(=O)c2ccccc2)C(=O)N2CCCCC2)cc1OC,-0.7%,-12%,-2%,u,-4%,-1,-26%,-2%,1%,-4%
O=C(CCCOc1ccc(Cl)cc1Cl)N/N=C/c1ccccc1,-1.0%,9%,2%[46.1 µM],10%,-4%,u,-9%,-29%,-5%,2%
O=c1cnn([C@@H]2O[C@H](CO)[C@@H](O)[C@H]2O)c(=O)[nH]1,-0.6%,u,-15%,5%,2%,1,x,2%,11%,-1%
CN(C)c1cccc(C(=O)OCC(=O)N2CCc3ccccc3C2)c1,-0.8%,-16%,-3%,-3%,7%,12,12%,26%,6%,-5%
CCOC(=O)C1CCN(CC(=O)N(CC(C)C)c2c(N)n(CC(C)C)c(=O)[nH]c2=O)CC1,2.1%,-25%,-9%,-1%,-1%,0,13%,0%,12%,1%
COC(CNC(=O)c1coc2nc3ccccc3nc12)OC,0.1%,0%,3%,24%,-9%,3,12%,-6%,0%,-8%
O=C(CSc1nnc(-c2ccc(Cl)s2)o1)N1CCCc2ccccc21,0.2%,5%,2%,-18%,-2%,-1,0%,7%,2%,-4%
CC(C)c1nnc(NC(=O)CSc2ccccc2)s1,-0.3%,u,-1%,23%,10%,1,-1%,-35%,-4%,0%
O=C(C1=C[C@H](c2csc3ccccc23)C[C@H](OCCCCO)O1)N1CCOCC1,-0.4%,u,-3%,-4%,6%,22,-3%,0%,-7%,-3%
CCCCn1c(N)c(N(CC)C(=O)c2cccc(OC)c2)c(=O)[nH]c1=O,-0.5%,-2%,1%,0%,-2%,1,-10%,8%,4%,-2%
Cc1nc2c(F)c(F)c(C(F)(F)F)c(F)c2[nH]1,-0.7%,10%,3%,-3%,4%,2,6%,-19%,-2%,-5%
COc1cccc(NC(=O)c2ccccc2-c2nc(-c3ccc(F)cc3)no2)c1,-0.2%,u,5%,-10%,13%,-1,-15%,-34%,21%,0%
COc1ccccc1-c1noc(-c2ccccc2C(=O)NCC2CCCO2)n1 (stereo unspecified),0.3%,-1%,-4%,17%,-1%,0,-5%,-27%,-3%,-3%
C=CCOc1ccc(C2CC(C)=NN2c2ccccc2)cc1 (stereo unspecified),-1.9%,27%,-3%[46.1 µM],16%,-2%,3,-22%,-5%,2%,-1%
NS(=O)(=O)c1ccc(Nc2nc(-c3ccc(O)cc3)cs2)cc1,0.5%,-27%,x,5%,19%,0,-3%,-33%,-4%,x
Cc1ccc(-c2csc3ncnc(OCC(=O)NC(=O)NCc4ccco4)c23)cc1,-0.4%,u,7%,-29%,-3%,3,-34%,-6%,x,-6%
CN(C)CCCN(C(=O)c1ccc(S(=O)(=O)N2CCCCC2)cc1)c1nc2cc3c(cc2s1)OCO3,-0.4%,u,7%,2%,-9%,0,19%,-18%,-3%,-13%
CC(=O)c1ccccc1NC(=O)C1CCCN(C(=O)c2ccc(Cl)cc2)C1 (stereo unspecified),0.0%,-2%,1%,-10%,x,5,-3%,-8%,7%,0%
Cc1ccc(C(=O)NCCC(=O)N2CCCC2)cc1,-1.3%,u,2%,u,-3%,0,7%,u,-2%,-3%
CCCCNc1nc(=S)[nH]c2cc(OC)c(OC)cc12,3.0%,-11%,-5%,1%,-2%,1,7%,0%,0%,-2%
O=C(c1ccc(COc2ccc(F)cc2)o1)n1cccn1,0.6%,17%,-16%,-2%,-2%,x,12%,13%,-3%,0%
O=[N+]([O-])c1ccc(NCCCN2CCOCC2)c(Cl)c1,0.1%,19%,-3%,30%,3%,-1,5%,23%,-4%,-12%
CCOC(=O)c1cn2nc(Oc3ccc(C#N)cc3)ccc2n1,-0.1%,0%,-6%,-3%,2%,-2,19%,0%,-11%,-6%
COc1ccc(NC(=O)c2ccccc2NC(=O)CSc2ccccc2)cc1,-0.2%,u,-10%[46.1 µM],8%,4%,27,33%,71%,1%,-6%
COc1ccc(NC(=O)N2CCc3ccccc3C2)cc1,-0.4%,u,17%,26%,-10%,27,9%,7.9µM*,4%,-6%
Cc1ccc(N(CC(=O)NC2CCCCC2)S(=O)(=O)c2cccs2)cc1,0.1%,11%,-5%,1%,10%,14,-30%,0%,4%,6%
Cc1cccc(OCc2nnc(SC(C)C(=O)O)n2-c2ccccc2)c1 (stereo unspecified),0.0%,u,2%,x,-23%,-1,37%,-1%,15%,-3%
O=C(O)c1cc(-c2cccnc2)nn1-c1ccccn1,0.2%,-8%,0%,1%,9%,0,13%,-5%,10%,-2%
COc1ccc(OCC(=O)Nc2ccc(C)c(S(=O)(=O)N(C)C)c2)cc1,0.2%,u,x,-2%,0%,5,3%,21%,-13%,-1%
O=C(O)Cn1ncn(-c2ccc(OC(F)(F)F)cc2)c1=O,0.2%,0%,-8%,-1%,17%,1,-8%,21%,-3%,1%
COc1ccc(-c2c(C)n([O-])c3c([n+]2=O)CCCC3)cc1,0.1%,21%,7%,3%,-3%,0,37%,-19%,-3%,-8%
Cc1cc([N+](=O)[O-])cc2c1-c1ncccc1C2=Nc1ccccc1,0.2%,20%,-4%,11%,6%,0,-6%,-7%,2%,0%
O=C(c1ccco1)N1CCN=C1SCc1ccccc1Cl,-0.4%,-7%,-43%,-6%,9%,16,1%,-8%,9%,-4%
COc1cc([C@H]2c3c(cc(OC)c(O)c3OC)C[C@@H](CO)[C@@H]2CO[C@@H]2O[C@H](CO)[C@@H](O)[C@H](O)[C@H]2O)cc(OC)c1O,-0.1%,12%,4%,-2%,x,-3,-18%,32%,-6%,-5%
C#CCOCCOCCOCCNc1nc(N2CCN(C(=O)[C@H](Cc3cc4ccccc4[nH]3)n3cc([C@@H](N)C(C)CC)nn3)CC2)nc(N2CCN(C(=O)[C@H](Cc3cc4ccccc4[nH]3)n3cc([C@@H](N)Cc4ccc(O)cc4)nn3)CC2)n1 (stereo partly specified),0.5%,-2%,x,-1%,63%[activator],-4,x,x,18%,x
CCN1CCN(CC2CC3C=CC2C3)CC1 (stereo unspecified),-0.1%,-1%,6%[46.1 µM],-9%,3%,-2,-12%,0%,0%,-1%
CC(C)NS(=O)(=O)c1ccc(NC(=O)C2CC3C=CC2C3)cc1 (stereo unspecified),0.3%,u,0%,3%,-1%,3,4%,3%,-2%,-6%
CCN(CC(=O)Nc1cc(Cl)ccc1C)C(=O)CN1C(=O)NC(CC)(c2ccccc2)C1=O (stereo unspecified),-4.0%,19%,-1%,-10%,x,-4,-2%,-6%,1%,-8%

High-throughput results as filed in PubChem BioAssay.
